SMN2 splice up: SMN2 splice variant enhancement. Potency, µM (highest dose often 46.1 µM), inactives show at the highest dose activity change, positive = activation, usual class: activators. HEK293 SMN2-luciferase splicing reporter, luminescence, 30-36 h. 210,000 tested, 2.8% active; further: % of control where 0% means no effect; nearly all actives have a fitted effect of over 55% in size
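qHTS luciferase splicing reporter: luminescence rises when SMN2 exon 7 is included in transfected HEK293 cells. Compound exposure lasted 30-36 h at 37C, with 4.5 mM final sodium butyrate as control, followed by a ONE-Glo read.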
HTT cytoprotect: protects HTT-Q103 PC12 cells, measured by ATP; PC12 HTT-Q103 induced, cytoprotection, ATP luminescence, 40 h; Potency, µM (highest dose often 56.4 µM), without a hit: cytoprotection (ATP increase), hits mostly activators; 230,000 tested, 0.14% active; AID 1471;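 further: % of control where 0% means no effect; nearly all actives have a fitted effect of over 45% in size; toxic huntingtin expression switched on by the ecdysone agonist tebufenozide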
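Stable PC12 Q103-GFP cells in serum-supplemented, phenol red-free DMEM; induction by tebufenozide at 100 nM final; compound dose series; cell viability quantified luminescently from ATP.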
HTT aggregate: inhibitors of mutant huntingtin aggregate formation in PC12 cells; PC12 HttQ103-GFP aggregates, Acumen cytometry, 40 h; Potency, µM (series often up to 46.1 µM), for the others: at the top dose activity change, negative = inhibition, actives largely listed as inhibitors; 220,000 tested, 1.1% active; further: on the % scale 0 is the no-effect control and ±100 the full control effect; nearly all actives have a fitted effect of over 60% in size
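Using laser scanning cytometry, GFP-positive aggregates were counted after lysis of PC12 cells induced with 100 nM tebufenozide to express HTT exon 1 Q103–GFP. Compounds were tested in titration.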
Tau fluor cs: counter-screen for tau fibril formation inhibitors; tau K18 P301L Alexa594 fluorescence, heparin fibrillization; Potency, µM (top dose mostly 57.7 µM), inactives show top-dose activity change, negative = decrease; 280,000 tested, 0.93% active; AID 1463; further: on the % scale 0 is the no-effect control and ±100 the full control effect; nearly all actives have a fitted effect of over 55% in size
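Human tau K18 P301L (15 uM unlabeled, 0.24 uM Alexa 594-labeled) in 100 mM sodium acetate pH 7 with 20 uM heparin, 6 hr at 37 C. ThT 30 uM added, 1 hr ambient; Alexa 594 FP and total fluorescence read at 555/632 nm.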
Tau ThT inhib: inhibitors of human tau fibril formation, thioflavin T binding; P10636; 270,000 tested, 2.1% active; recombinant tau K18 P301L, heparin-induced fibrillization, ThT fluorescence; Potency, µM (doses to about 57.4 µM), for the others: at the highest dose activity, negative = inhibition, hits mostly inhibitors; further: on the % scale 0 is the no-effect control and ±100 the full control effect; nearly all actives have a fitted effect of over 55% in size
Target sequence (P10636 561-689 P618L limits assumed): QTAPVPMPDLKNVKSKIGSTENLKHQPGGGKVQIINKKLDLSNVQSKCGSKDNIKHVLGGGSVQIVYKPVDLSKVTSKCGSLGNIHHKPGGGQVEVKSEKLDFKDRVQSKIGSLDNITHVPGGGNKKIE
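Fibril formation assay: tau K18 P301L at 15 uM with trace Alexa 594 label, heparin inducer 20 uM, pH 7 sodium acetate buffer, 37 C for 6 hr; endpoint ThT signal.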
ALDH1A1 block: blocks purified human ALDH1A1 activity | AID 1030 | P00352 | 220,000 tested, 7.3% active | Purified ALDH1A1, NADH fluorescence, propionaldehyde substrate | Potency, µM (series often up to 75.3 µM), for the others: at the highest dose activity, negative = inhibition, hits mostly inhibitors; active means well fitted inhibition curve with a large enough effect, not every such curve was filed as active; inconclusive means small, poorly fitted or top-dose-only effect, or another doubt; inactive means no such curve, though single readings can be large or run the other way;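 further: plate controls were no enzyme wells and a reference inhibitor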
Target sequence (P00352 whole entry, looked up): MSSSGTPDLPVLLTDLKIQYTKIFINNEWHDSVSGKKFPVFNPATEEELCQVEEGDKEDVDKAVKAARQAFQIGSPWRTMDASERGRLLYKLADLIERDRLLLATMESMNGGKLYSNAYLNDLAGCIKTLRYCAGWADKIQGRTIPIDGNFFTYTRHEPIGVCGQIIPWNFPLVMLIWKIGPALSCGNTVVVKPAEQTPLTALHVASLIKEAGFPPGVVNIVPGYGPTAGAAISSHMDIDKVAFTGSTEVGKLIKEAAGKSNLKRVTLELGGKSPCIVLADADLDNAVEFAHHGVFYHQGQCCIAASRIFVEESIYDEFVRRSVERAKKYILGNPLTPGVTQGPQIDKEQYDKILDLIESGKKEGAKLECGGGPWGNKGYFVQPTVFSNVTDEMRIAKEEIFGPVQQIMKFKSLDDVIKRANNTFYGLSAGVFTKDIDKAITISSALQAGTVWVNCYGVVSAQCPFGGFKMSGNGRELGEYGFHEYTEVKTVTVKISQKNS
Tau FP inhib: inhibitors of human tau fibril formation | P10636 | K18 P301L tau heparin fibrillization, Alexa594 FP, 6 h | Potency, µM (titrated, usually from 57.7 µM), without a hit: at the highest dose activity, negative = inhibition, hits mostly inhibitors | 280,000 tested, 0.39% active; further: on the % scale 0 is the no-effect control and ±100 the full control effect; nearly all actives have a fitted effect of over 55% in size
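Compound effects on tau fibrillization are measured by Alexa 594 fluorescence polarization (ex 555, em 632 nm). K18 P301L tau is used at 15 uM with 0.24 uM labeled tracer, and 20 uM heparin induces aggregation over 6 hr at 37 C.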
KDM4E inh: blocks human JMJD2E demethylase activity. B2RXH2. JMJD2E catalytic domain, FDH-coupled NADH fluorescence (FDH is formaldehyde dehydrogenase). Potency, µM (highest dose often 57.1 µM), for inactives: top-dose activity change, negative = inhibition, most hits filed as inhibitors. 230,000 tested, 1.6% active. AID 2147; active means well fitted inhibition curve with a large enough effect, not every such curve was filed as active; inconclusive means small, poorly fitted or top-dose-only effect, or another doubt; inactive means no such curve, though single readings can be large or run the other way;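 further: 0% = wells with enzyme and -100% = buffer wells without enzyme; nearly all actives have a fitted effect of over 50% in size; many of its hits are not listed in these tables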
Target sequence (B2RXH2 1-337 limits assumed): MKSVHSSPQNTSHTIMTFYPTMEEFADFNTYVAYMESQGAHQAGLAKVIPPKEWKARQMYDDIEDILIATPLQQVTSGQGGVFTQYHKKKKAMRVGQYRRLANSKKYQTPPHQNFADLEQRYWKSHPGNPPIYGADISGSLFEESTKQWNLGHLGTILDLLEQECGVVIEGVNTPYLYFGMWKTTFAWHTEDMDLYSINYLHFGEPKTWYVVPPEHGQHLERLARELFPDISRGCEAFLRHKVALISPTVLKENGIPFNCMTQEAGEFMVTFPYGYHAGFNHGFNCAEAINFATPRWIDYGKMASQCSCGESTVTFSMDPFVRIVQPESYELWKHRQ
An asterisk follows results filed as active; ? = inconclusive; nt = no result given; [ ] = dose if it differs, or a comment. Unless noted, the call rests on the fitted dose curve; in most records, active means well fitted curve in the direction sought with a large enough effect; inconclusive means small, poorly fitted or top-dose-only effect, or another doubt; inactive means no such curve, though single readings can be large; an effect the other way counts as inactive or inconclusive. Potency means the concentration at half of the fitted maximal effect.

SMILES | SMN2 splice up | HTT cytoprotect | HTT aggregate | Tau fluor cs | Tau ThT inhib | ALDH1A1 block | Tau FP inhib | KDM4E inh
C[C@@H](CO)NC(=O)c1ccc2c3n(nc2c1)-c1ccc(Cl)cc1CO3 | nt | -42%[10 µM] | 5%[9.22 µM] | -10% | -16% | nt | -4% | ?
CC(C)(CNS(C)(=O)=O)SCc1ccc(Cl)cc1 | -13% | -4%[10 µM] | -15% | -2% | 3% | -5% | -6% | 4%
COc1cc2c(c(OC)c1OC)CC(=O)N(C)CC2 | -2% | nt | -7% | 4% | 3% | 0% | 6% | -3%
CC1CCc2c(C(=O)OCC(=O)Nc3cccc(S(=O)(=O)N4CCCCCC4)c3)csc2C1 (stereo unspecified) | 3% | nt | 8% | ? | 7% | -4% | ? | -10%
Cc1nnc(N(C)C(=O)c2cccnc2)s1 | -4% | 13%[10 µM] | 7% | 17% | 4% | 4% | 7% | 3%
CCN1C(=O)C(CC(=O)Nc2ccc(Br)cc2)N(CCCc2ccccc2)C1=S (stereo unspecified) | -44%[inhibitor] | -83%[inhibitor] | ? | ? | 9% | 13µM* | ? | -9%
O=C(C1=C[C@H](C2CC2)C[C@H](OCc2ccc(CO)cc2)O1)N1CCOCC1 | nt | 4%[10 µM] | -2%[9.22 µM] | 2% | -4% | -4% | -1% | -7%
Cc1ccc(Nc2ncccc2C(=O)NCc2cccs2)c(C)c1 | -8% | -58%[inhibitor] | -16% | ? | ? | 1% | 7% | -3%
CC(C(=O)NCc1ccco1)n1cc(C(=O)c2ccco2)c2ccccc21 (stereo unspecified) | 0% | -14% | -23% | -2% | -2% | -2% | -2% | -3%
COc1cc(/C=C(\C#N)c2nc3ccccc3o2)ccc1O | nt | 0%[10 µM] | 4%[9.22 µM] | ? | 7.9µM* | nt | ? | -14%
COc1ccc(C(CC(=O)c2ccccc2)CC(=O)c2ccccc2)cc1OC | 3% | -39% | -16%[9.22 µM] | -18% | -3% | -8% | 0% | 4%
O=C(COC(=O)CCS(=O)(=O)c1ccc(Cl)cc1)NCCc1ccc(Cl)cc1Cl | -23% | 12%[10 µM] | -3% | 3% | 5% | 12% | 4% | 3%
CNc1c([N+](=O)[O-])ncn1C | 7% | 6% | -2%[9.22 µM] | -3% | -8% | 21% | -2% | 3%
CCN1C(=O)C2C(c3ccc(O)c(OC)c3)NC(C)(C(=O)OC)C2C1=O (stereo unspecified) | -5% | -4% | -15% | -7% | -3% | -6% | 2% | -8%
CC1CN(c2ccc(C(=O)c3ccccc3C(=O)O)cc2[N+](=O)[O-])CC(C)O1 (stereo unspecified) | 1% | -28%[1.9 µM] | 0%[9.22 µM] | 2% | -5% | 3% | -4% | -10%
Fc1cc(NC(=S)NCc2ccc(CNC(=S)Nc3ccc(Cl)c(F)c3)cc2)ccc1Cl | nt | -4%[10 µM] | -25%[9.22 µM] | -24% | 17% | nt | 4µM* | 0%
COCCNC(=O)CN(C(=O)Cn1nnc2ccccc21)c1ccccc1 | 7% | -7%[10 µM] | -2% | 3% | -3% | 3% | -8% | 6%
COC(=O)c1cc(NC(=S)NCc2ccc(Cl)cc2)cc(C(=O)OC)c1 | 9% | -2%[10 µM] | -6% | 14µM*[quencher] | 11% | 11µM* | 18µM* | -19%
NS(=O)(=O)c1ccc(NC(=O)COC(=O)c2cccc(S(=O)(=O)N3CCCC3)c2)cc1 | nt | -14%[10 µM] | 8%[9.22 µM] | -9% | 3% | nt | -2% | 7%
COc1ccc(OCCn2cc(/C(N)=N/O)c3ccccc32)cc1 | 5% | -21% | -22% | -19% | ? | ? | 4% | 3%
CCCn1nnnc1-c1ccc(Cl)cc1 | 12% | 1% | -7% | 1% | 11% | ? | 1% | -2%
COC(=O)/C(=N/Nc1ccccc1Cl)Sc1nnc(C(O)c2ccccc2)n1-c1ccccc1 (stereo unspecified) | 4% | 8%[10 µM] | -12% | -2% | -3% | 3% | 6% | 6%
O=C(Nn1c(O)c(C=C2N=c3ccccc3=N2)sc1=S)c1ccc(Cl)cc1 | 25% | -18%[10 µM] | ? | 7.9µM*[quencher] | 11µM* | -14% | ? | -30%
Cc1ccc(S(=O)(=O)NCCC(=O)OCC(=O)Nc2ccccc2Cl)cc1 | -7% | -16% | 32% | -3% | -1% | ? | -2% | 6%

Part of the list above in order of heavy-atom count, high to low.
SMILES | SMN2 splice up | HTT cytoprotect | HTT aggregate | Tau fluor cs | Tau ThT inhib | ALDH1A1 block | Tau FP inhib | KDM4E inh
Fc1cc(NC(=S)NCc2ccc(CNC(=S)Nc3ccc(Cl)c(F)c3)cc2)ccc1Cl | nt | -4%[10 µM] | -25%[9.22 µM] | -24% | 17% | nt | 4µM* | 0%
COc1ccc(C(CC(=O)c2ccccc2)CC(=O)c2ccccc2)cc1OC | 3% | -39% | -16%[9.22 µM] | -18% | -3% | -8% | 0% | 4%
CC1CN(c2ccc(C(=O)c3ccccc3C(=O)O)cc2[N+](=O)[O-])CC(C)O1 (stereo unspecified) | 1% | -28%[1.9 µM] | 0%[9.22 µM] | 2% | -5% | 3% | -4% | -10%
Cc1ccc(S(=O)(=O)NCCC(=O)OCC(=O)Nc2ccccc2Cl)cc1 | -7% | -16% | 32% | -3% | -1% | ? | -2% | 6%
COC(=O)c1cc(NC(=S)NCc2ccc(Cl)cc2)cc(C(=O)OC)c1 | 9% | -2%[10 µM] | -6% | 14µM*[quencher] | 11% | 11µM* | 18µM* | -19%
Cc1nnc(N(C)C(=O)c2cccnc2)s1 | -4% | 13%[10 µM] | 7% | 17% | 4% | 4% | 7% | 3%

Additional structures follow:
SMILES | SMN2 splice up | HTT cytoprotect | HTT aggregate | Tau fluor cs | Tau ThT inhib | ALDH1A1 block | Tau FP inhib | KDM4E inh
S=C(NCCc1ccncc1)Nc1cccc2ccccc12 | nt | 9% | -15% | 0% | -8% | 9% | -1% | -6%
Cc1nc2ccccc2c(=O)n1NC(=O)C1CCC(C(C)(C)C)CC1 (stereo unspecified) | -44%[inhibitor] | -17% | -21% | -11% | 5% | 3% | -8% | 1%
CC(C)CNC(=S)NC1CC2CCCC(C1)N2C1CCCCC1 (stereo unspecified) | 4% | -22% | -8% | -6% | -7% | 6% | -4% | 6%
Cc1cc(C)c(C)c(Oc2ncnc(N)c2[N+](=O)[O-])c1 | -1% | -10%[10 µM] | 13% | 9% | 5% | -5% | 0% | 1%
COc1ccc(-n2c(=S)[nH]c3c(oc4ccccc43)c2=O)cc1 | 23% | 18%[10 µM] | 13% | -16% | -22% | -4% | -1% | 3%
CCCC(=O)N(c1ccc(OC)cc1)C1C=CS(=O)(=O)C1 (stereo unspecified) | -9% | -1% | -3% | 22% | 11% | -4% | 10% | 6%
CC(=O)NC(O)C(=O)c1ccco1 (stereo unspecified) | 3% | -7% | 2% | 1% | 0% | -3% | -2% | 3%
CCCC(=NCc1ccccc1)C1=C(O)C(C(=O)OC)C(C)(C)CC1=O (stereo unspecified) | -9% | -16% | -6% | -11% | -8% | -12% | 3% | 0%
CC1CCCC(NC(=O)CCNS(=O)(=O)c2ccc(Br)cc2)C1C (stereo unspecified) | -25% | -16% | -17% | -13% | -6% | -2% | 0% | -3%
CC(C)[C@H](Nc1ccc(S(=O)(=O)N2CCOCC2)cc1[N+](=O)[O-])C(=O)OCC(N)=O | -4% | 2%[10 µM] | 9% | 3% | 2% | 18µM* | 3% | 5%
Cc1c(N(C)C(=O)c2ccco2)c(=O)n(-c2ccccc2)n1C | 5% | 3%[10 µM] | -13% | 2% | -3% | 4% | 3% | -5%
O=C(Nc1nc2ccccc2s1)C1CCCN1S(=O)(=O)c1ccc(Cl)cc1 (stereo unspecified) | -58% | -21% | -24% | ? | 0% | -11% | -4% | -12%
CN1/C(=C\C(=O)Nc2cccc(Cl)c2)C(C)(C)c2ccccc21 | 1% | -8%[10 µM] | -19% | 14µM*[quencher] | ? | -5% | 8% | ?
CC(=O)Nc1ccc(SCC(=O)OCC(=O)NC(=O)NCc2ccco2)cc1 | -8% | 3%[10 µM] | 3% | -10% | -11% | 1% | -8% | 0%
Cc1c(Cl)cccc1NC(=S)N(C)CCC#N | 6% | 7%[10 µM] | 5% | 1% | 2% | -11% | 2% | 1%
COc1ccc(/C=C2\SC(=S)N(N3C(=O)CCC3=O)C2=O)cc1O | 5% | -19% | 7% | -21% | ? | ? | ? | -3%
Cc1ccc(C(=O)NC(=C(Cl)Cl)S(=O)(=O)c2ccccc2)cc1 | 10% | 6%[10 µM] | ? | 4% | 11% | -4% | 12% | -2%
Cn1cccc1-c1nc2ccc(NC(=O)c3ccco3)cc2[nH]1 | 36% | -29% | 8% | ? | ? | -12% | 13% | -8%
CC(C)(C)N1CC(c2nc3ccccc3n2Cc2ccccc2)CC1=O (stereo unspecified) | 23% | -13% | 0% | -7% | -2% | 4% | 3% | 8%
CCOc1cccc(NC(=O)Cc2cccs2)c1 | -8% | -5% | -13% | 3% | -2% | -3% | 11% | -6%
Cc1ccc(-c2nc(-c3ccccn3)no2)cc1Cl | nt | -96%[inhibitor] | -5% | -20% | ? | -5% | -3% | 1%
CCN(CC)S(=O)(=O)c1cc(NC(=O)c2ccc(Br)s2)ccc1C | -12% | -11% | 16% | ? | 9% | 15% | 6% | -6%
OCCOCCOc1cccc2[nH]ccc12 | 10% | ? | -2% | 5% | 6% | 13% | 9% | -13%
COC(=O)Cc1[nH]n(-c2ccccc2)c(=O)c1C=Nc1ccc(C)cc1 | nt | -12%[10 µM] | -3%[9.22 µM] | 0% | -5% | nt | -6% | -2%
COc1c(-c2ccc(O)cc2)oc2cc(O)cc(O)c2c1=O | nt | -21%[10 µM] | 9%[9.22 µM] | -12% | -17% | nt | 5% | ?

3 successive compounds out of the list so far, quoted:
SMILES | SMN2 splice up | HTT cytoprotect | HTT aggregate | Tau fluor cs | Tau ThT inhib | ALDH1A1 block | Tau FP inhib | KDM4E inh
C[C@@H](CO)NC(=O)c1ccc2c3n(nc2c1)-c1ccc(Cl)cc1CO3 | nt | -42%[10 µM] | 5%[9.22 µM] | -10% | -16% | nt | -4% | ?
CC(C)(CNS(C)(=O)=O)SCc1ccc(Cl)cc1 | -13% | -4%[10 µM] | -15% | -2% | 3% | -5% | -6% | 4%
COc1cc2c(c(OC)c1OC)CC(=O)N(C)CC2 | -2% | nt | -7% | 4% | 3% | 0% | 6% | -3%

Assay outcomes as filed in PubChem.

This is a subset; the hit share may differ from the screen's.
